M18AAP inhibitor – PfM18AAP enzyme inhibition; recombinant PfM18AAP, H-Glu-NHMec fluorogenic cleavage; inhibition, % at 7.35 µM; 290,000 compounds, 1.2% hits; AID 1822;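 active means inhibition above the campaign mean inhibition over all tested compounds plus 3 SD, cut at about 28% in these data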;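 further: 0% = plate median of test compound wells and 100% = 2 mM ZnCl2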
MEKK2 mut-MEK5 – signal of MEK5 binding to mutant human MEKK2 PB1 domain | 290,000 compounds, 0.35% hits | bead flow cytometry, Alexa488-MEK5 binding to MEKK2 mutant | percent response, % at 10 µM; in the data active means percent response above about 24%, passing the limit was not always enough; further: inactives centre near 1; some results filed as inactive read as strong as hits; reference of the scale not given here
PHOSPHO1 inh – inhibitors of human PHOSPHO1 phosphatase; 290,000 compounds, 1.1% hits; recombinant PHOSPHO1, absorbance phosphatase assay; AID 1565; inhibition, % at 13.3 µM; Q8TCT1; in the data active means inhibition above about 60%
Target sequence (Q8TCT1 whole entry, looked up): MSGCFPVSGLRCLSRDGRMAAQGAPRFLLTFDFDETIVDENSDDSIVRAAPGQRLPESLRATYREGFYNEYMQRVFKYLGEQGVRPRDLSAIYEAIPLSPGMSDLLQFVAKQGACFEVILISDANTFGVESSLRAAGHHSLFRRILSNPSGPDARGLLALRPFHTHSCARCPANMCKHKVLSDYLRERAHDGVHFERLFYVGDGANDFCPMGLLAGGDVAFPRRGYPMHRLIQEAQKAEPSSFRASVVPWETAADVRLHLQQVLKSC
DNA FID counter – displaces DNA intercalator in HCV helicase counter-screen | DNA fluorescent intercalator displacement, fluorescence | inhibition, % at 7.9 µM | 290,000 compounds, 0.17% hits | AID 1845; in the data active means inhibition above about 37%;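 further: 0% = vehicle and 100% = reference compound; higher means more ethidium bromide displaced from hairpin DNA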
MEKK2wt PB1 HTS – raises or lowers MEK5 binding to wildtype human MEKK2 PB1 domain. bead flow cytometry, Alexa488-MEK5 binding to MEKK2 WT; actives lie on both sides. AID 1531. binding response (% of control), % at 10 µM. Q9Y2U5. 290,000 compounds, 1.1% hits; in the data active means binding response below about 67% or above about 130%
GPR7 antagonist – blocks human GPR7 receptor signaling; P48145; AID 1861; 290,000 compounds, 1.1% hits; inhibition, % at 4.4 µM; GPR7-expressing cells, fluorescence antagonist assay; in the data active means inhibition above about 16%, passing the limit was not always enough;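 further: cells stimulated with the agonist NPW; 0% = agonist with vehicle and 100% = vehicle without agonist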
OXTR agonist – activates the human oxytocin receptor; AID 2435; CHO-OTR cells, Fluo-8 calcium fluorescence; normalized: DMSO 0%, oxytocin 100%; activation, % at 3 µM; 320,000 compounds, 0.32% hits;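 active means activation above the mean of all tested compounds plus 3 SD, cutoff set per screening run, cut at about 20% in these data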;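 further: peak over basal fluorescence ratio from a 100 s FLIPR kinetic read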
Target sequence (P30559 whole entry, looked up): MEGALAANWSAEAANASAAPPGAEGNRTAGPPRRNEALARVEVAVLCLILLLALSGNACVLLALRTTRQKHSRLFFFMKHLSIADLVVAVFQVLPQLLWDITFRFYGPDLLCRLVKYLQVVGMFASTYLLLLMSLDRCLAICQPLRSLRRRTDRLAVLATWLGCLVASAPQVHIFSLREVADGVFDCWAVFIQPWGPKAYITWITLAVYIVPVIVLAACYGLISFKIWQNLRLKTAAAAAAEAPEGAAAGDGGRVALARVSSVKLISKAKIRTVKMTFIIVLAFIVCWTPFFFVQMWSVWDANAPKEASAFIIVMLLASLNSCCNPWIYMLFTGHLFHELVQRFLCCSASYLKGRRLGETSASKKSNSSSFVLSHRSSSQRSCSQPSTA
MEKK3 PB1 HTS – modulators (inhibitors or enhancers) of MEK5 binding to human MEKK3 PB1 domain; Q99759; bead-based flow cytometry, Alexa488-MEK5 binding to MEKK3; actives lie on both sides; 0 = blocked by unlabeled MEK5, 100 = vehicle; binding response (% of control), % at 10 µM; 290,000 compounds, 1.4% hits;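 active means binding response more than 3 SD above or below the average of its plate-row segment, actives on both sides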;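 further: Alexa488 bead fluorescence after subtracting the streptavidin-only scavenger bead signal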
NALP1 inh – blocks the NALP1 inflammasome reconstituted in yeast | S. cerevisiae NALP1/ASC/caspase-1 growth, X-gal OD620, 72 h | inhibition, % at 10 µM | 280,000 compounds, 0.61% hits; in the data active means inhibition mostly above about 24%, no sharp cut-off; inactive means mostly below about 32%; further: some compounds called inactive have numbers as strong as hits
The depositor's hits bear a star; . = no result given; & = joins results of further samples. Rows were taken by chance (roughly 6.2% active in at least one column).

SMILES	M18AAP inhibitor	MEKK2 mut-MEK5	PHOSPHO1 inh	DNA FID counter	MEKK2wt PB1 HTS	GPR7 antagonist	OXTR agonist	MEKK3 PB1 HTS	NALP1 inh
COCCCNC(=O)CCc1c(C)c2cc3c(C)coc3cc2oc1=O	-1	1	18	-15	99	0	8.6	102	2
CCOC(=O)C1CCCN(c2c(NCCc3ccc(S(N)(=O)=O)cc3)c(=O)c2=O)C1 (stereo unspecified)	-3	17	1	-3	111	-13	2.3	111	-12
CCN1C(=O)S/C(=C/c2ccsc2)C1=O	8	9	-7	-2	111	11	0.2	105	16
CC(NC(=O)C1CCCN(S(=O)(=O)c2cccs2)C1)c1ccccc1 (stereo unspecified)	-3	-7	26	-9	92	-6	-0.1	92	25
CCc1ccc(C(=O)c2oc3nc(C)cc(C)c3c2N)cc1	-4	5	-5	-1	112	-1	0.2	108	15
Cc1ccc(Oc2ncnc3sccc23)cc1	0	-2	-2	-8	102	-9	-2.2	101	-1
COc1ccc(S(=O)(=O)/C(C#N)=C/Nc2cccc(OC)c2)cc1	4	1	30	-22	103	-7	2.1	102	12
Cn1c(NC(=O)CC2CCCCC2)cc(=O)n(C)c1=O	.	7	18	.	92	.	0.3	95	3
C/C(=N\N=c1/scc(C)n1Cc1ccco1)c1cccc([N+](=O)[O-])c1	-5	5	-6	3	107	2	-3.0	107	11
CSc1ccc(C(=O)N2CCc3ccc(NC(=O)c4ccccn4)cc3C2)cc1	5	6	9	-42	104	4	0.1	103	11
O=C(CSc1nnc(NC(=O)c2ccccc2F)s1)NCC1CCCO1 (stereo unspecified)	2	10	-59	-12	115	2	-0.2	107	-5
CC(C)c1cc(NC(=O)CCl)on1	9	-1	13	-2	105	8	-0.4	108	10
Cc1cc(C)c[n+](CC(=O)c2cc3ccccc3oc2=O)c1	2	7	45	2	105	8	-0.2	107	-4
COc1ccc(-n2nnnc2SCC#CCO)cc1	-2	-7	-3	-2	95	6	-0.6	94	9
CCCn1c(CNc2ccc(Br)cc2)nc2ccccc21	-6	7	2	1	108	6	-2.5	106	-3
CCOCCCNC(=S)N1CCN(c2nc(-c3ccc(F)cc3)cs2)CC1	-4	2	8	-27	110	12	4.7	107	19
C=CCOc1ccc(/C=C2\SC(=S)N(NS(=O)(=O)c3ccc(C)cc3)C2=O)cc1	-2	8	20	-19	105	-8	-1.5	107	-17
CCC(CC)C(=O)c1c[nH]c(C(=O)O)c1	1	-5	28	3	100	3	0.7	99	13
COc1ccc(NC(=S)Nc2ncccc2C)cc1OC	19	-5	13	-6	96	-11	-0.9	94	-1
COc1cc2c(cc1OC)-c1cc(OCc3cccnc3)nc(=O)n1CC2	6	0	-14	-21	105	-10	.	101	-38
COc1ccc(Cc2nnc(SCC(=O)N3CCc4ccccc4C3)o2)cc1	-5	-5	-6	-20	93	0	0.4	98	19
CC(C)Oc1nc(-c2ccccc2Cl)nc2ccccc12	-16	-10	11	-6	95	-13	-2.7	91	15
CCC(C)NC(=O)CCc1nnc2ccc(N3CCC(C)CC3)nn12 (stereo unspecified)	-6	5	30	-30	106	-7	-1.3	104	18
CC(=O)Nc1ccc(-c2csc(N/N=C(/C)c3ccccc3)n2)cc1	21	-25	22	-8	91	-6	-0.4	87	.
O=C(NCCCn1ccnc1)c1cc(-c2cccc(O)c2)on1	-9	1	27	-2	99	-7	1.1	97	.
CCCS(=O)(=O)c1c(S(=O)(=O)CCC)c2ccc(C(N)=O)cn2c1C(=O)c1ccc(F)cc1	-3	-5	32	-3	95	-6	-0.9	95	17
O=C(C1Cc2ccccc2CN1S(=O)(=O)c1ccc(F)cc1)N1CCCCCC1 (stereo unspecified)	-6	-3	32	-27	98	-6	-1.2	100	16
CNC(=O)/C(=C\c1ccc([N+](=O)[O-])cc1)NC(C)=O	5	.	-1	0	.	0	0.8	.	12
CC1(C)CC(=O)C(C(=O)Cc2ccccc2[N+](=O)[O-])C(=O)C1	6	2	10	2	98	-1	-0.2	127	41
O=C(N/N=C/c1ccc([N+](=O)[O-])o1)c1cn2ccc3ccccc3c2n1	10	-16	27	-4	92	-5	-0.6	90	4
CC(=O)NC(CC(=O)Nc1ccc(S(=O)(=O)N2CCCC2)cc1)c1ccccc1 (stereo unspecified)	8	-5	-12	-9	92	-10	-0.6	92	32
Nc1nc(CSc2nc3ccccc3s2)nc(N2CCCCC2)n1	-9	4	18	-11	110	-8	-2.1	97	6
CN(Cc1ccccc1)c1ncnc2ccc(Br)cc12	4	3	4	-15	97	-1	0.6	89	3
O=C1CC2(CCCC2)C(=O)N1c1ccc(S(=O)(=O)NCC2CC2)cc1Cl	-20	-9	3	-26	84	6	-2.7	82	.
CCOc1ccc(S(=O)(=O)N2CCCC(C(=O)NCCN3CCOCC3)C2)cc1Cl (stereo unspecified)	-6	-3	2	1	99	0	-0.3	99	-1
Cc1ccc(S(=O)(=O)N(CC(=O)Nc2ccccc2-c2ccccc2)c2ccc(C)cc2C)cc1	-15	-3	6	-18	97	-26	0.9	97	12
COc1ccccc1NC(=O)Cc1noc(CSc2n[nH]c(N)n2)n1	-6	0	28	-1	105	-6	0.0	110	-19
NC(=O)CC(NC(=O)c1ccc(Br)cc1)c1ccc(NC2CCCCCCC2)c([N+](=O)[O-])c1 (stereo unspecified)	5	-3	-2	-11	89	-7	-0.2	99	21
COc1ccc2c(c1)nc(N)n2Cc1ccccc1	12	.	-55	14	.	-3	4.1	.	-8
O=C(O)Cc1coc2ccc3ccccc3c12	0	1	47	-13	107	-7	1.0	118	-2
O=C(CO/N=C/c1ccccc1O)N1CCc2ccccc21	0	-2	-2	-9	91	-4	-1.0	91	20
O=C(OCc1ccccc1F)c1cc2ccccc2cc1O	4	1	14	-11	98	-14	0.6	98	-3
CC(C)[C@H](NC(=O)[C@@H]1CSCN1C(=O)OC(C)(C)C)C(=O)NCC1CCC(C(=O)O)CC1 (stereo partly specified)	2	1&-23	24	-11	97&83	-9	-0.7	100&91	11
CC1(C)NC(=O)N(CC(=O)Nc2cc(S(=O)(=O)N3CCOCC3)ccc2N2CCOCC2)C1=O	13	-3	16	5	90	27*	0.1	89	16
CC(=O)c1cc2c(cc1NC(=O)CCn1cccc1)OCO2	7	-6	-3	-6	89	-3	-0.2	87	11
COc1ccc2oc(=N)c(C(=O)Nc3ccccc3)cc2c1	6	12	13	0	107	-4	0.1	111	14
Cc1ccnc(SCCn2c(N3CCCCC3)nc3c2c(=O)n(C)c(=O)n3C)n1	-2	3	13	-5	100	-2	-1.8	95	7
CCN(CC)CCOC(=O)c1ccc(NC(=O)CCCN2C(=O)S/C(=C/c3ccc(OC)cc3)C2=S)cc1	0	44*	36	9	192*	4	1.0	106	21
O=C(CCN1C(=O)c2cccc3cccc(c23)C1=O)NCc1ccco1	9	-3	10	-8	91	3	-1.4	88	7
COC(=O)c1cc2occc2n1CC(=O)Nc1ccc(OC)c(OC)c1	2	0	-13	-2	100	9	-0.4	101	18
COc1ccc(OC)c(C2/C(=C(/O)c3ccc(C)cc3)C(=O)C(=O)N2Cc2ccco2)c1 (stereo unspecified)	3	17	-14	-27	113	-7	0.4	102	22
Cn1cccc1/C=N/NC(=O)CNc1cccc2ccccc12	4	3	32	-7	103	-8	3.2	103	-8

7 entries from above, set out differently:
| structure | M18AAP inhibitor | MEKK2 mut-MEK5 | PHOSPHO1 inh | DNA FID counter | MEKK2wt PB1 HTS | GPR7 antagonist | OXTR agonist | MEKK3 PB1 HTS | NALP1 inh |
| --- | --- | --- | --- | --- | --- | --- | --- | --- | --- |
| Cc1ccnc(SCCn2c(N3CCCCC3)nc3c2c(=O)n(C)c(=O)n3C)n1 | -2 | 3 | 13 | -5 | 100 | -2 | -1.8 | 95 | 7 |
| Cn1c(NC(=O)CC2CCCCC2)cc(=O)n(C)c1=O | . | 7 | 18 | . | 92 | . | 0.3 | 95 | 3 |
| CCC(C)NC(=O)CCc1nnc2ccc(N3CCC(C)CC3)nn12 (stereo unspecified) | -6 | 5 | 30 | -30 | 106 | -7 | -1.3 | 104 | 18 |
| O=C1CC2(CCCC2)C(=O)N1c1ccc(S(=O)(=O)NCC2CC2)cc1Cl | -20 | -9 | 3 | -26 | 84 | 6 | -2.7 | 82 | . |
| O=C(CSc1nnc(NC(=O)c2ccccc2F)s1)NCC1CCCO1 (stereo unspecified) | 2 | 10 | -59 | -12 | 115 | 2 | -0.2 | 107 | -5 |
| CCOCCCNC(=S)N1CCN(c2nc(-c3ccc(F)cc3)cs2)CC1 | -4 | 2 | 8 | -27 | 110 | 12 | 4.7 | 107 | 19 |
| CSc1ccc(C(=O)N2CCc3ccc(NC(=O)c4ccccn4)cc3C2)cc1 | 5 | 6 | 9 | -42 | 104 | 4 | 0.1 | 103 | 11 |

3 entries out of the list above, arranged by the value under GPR7 antagonist, low to high.
molecule	GPR7 antagonist
Cn1cccc1/C=N/NC(=O)CNc1cccc2ccccc12	-8
Cc1ccnc(SCCn2c(N3CCCCC3)nc3c2c(=O)n(C)c(=O)n3C)n1	-2
COC(=O)c1cc2occc2n1CC(=O)Nc1ccc(OC)c(OC)c1	9

Screening results (PubChem BioAssay)
